HCMV inh – inhibitors of human cytomegalovirus; HFF cells, HCMV-luciferase reporter, 72 h; hits give low values; activity change, negative = inhibition, % at 57.5 µM; hit rate 4.5% among 410,000; AID 1259415; in the data active = activity change below about -60%; inconclusive = no clear call, values can overlap the other calls; inactive = above about -39%
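Compounds were evaluated in HFFs infected with an HCMV luciferase reporter virus (MOI 1 PFU/cell). Luciferase in lysates collected 72 h post infection served as the replication measure.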
HCV inh – inhibitors of hepatitis C virus infection | Huh7.5.1 HCVcc-Cre infection, luciferase reporter, 44 h | Potency, µM (highest dose often 41.8 µM), without a hit: top-dose activity change, negative = inhibition, most hits filed as inhibitors | hit rate 3.4% among 340,000 | AID 651820; note: potency is the fitted concentration of half-maximal effect
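Seed cells (1,000/well) for 4 h; treat with compound and infect with HCVcc-Cre, moi about 0.5. Incubate 44 h, then detect luciferase activity.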
AmpC inh detg – inhibitors of E. coli AmpC beta-lactamase with detergent. AmpC hydrolysis of nitrocefin, absorbance 480 nm, 0.01% Triton. P00811. hit rate 0.041% among 370,000. Potency, µM (top dose mostly 114 µM), inactives show at the highest dose activity change, negative = inhibition, most hits filed as inhibitors;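 note: potency is the fitted concentration of half-maximal effect; 0% = no-compound wells and -100% = no-enzyme wells; nearly all actives have a fitted effect of over 25% in size; some results filed as inactive show a strong effect at the top dose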
Target sequence (P00811 whole entry, looked up): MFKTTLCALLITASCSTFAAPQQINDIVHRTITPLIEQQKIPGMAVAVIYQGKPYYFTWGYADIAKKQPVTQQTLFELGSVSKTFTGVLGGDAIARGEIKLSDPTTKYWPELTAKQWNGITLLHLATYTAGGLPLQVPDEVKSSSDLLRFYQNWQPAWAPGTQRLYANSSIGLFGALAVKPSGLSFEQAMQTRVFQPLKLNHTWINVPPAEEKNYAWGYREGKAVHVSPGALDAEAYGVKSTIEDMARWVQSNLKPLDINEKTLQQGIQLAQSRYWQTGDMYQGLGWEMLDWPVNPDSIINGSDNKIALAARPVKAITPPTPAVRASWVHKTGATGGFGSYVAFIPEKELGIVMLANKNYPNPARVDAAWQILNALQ
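AmpC (5.3 nM in the dispensed reagent) in 20 mM phosphate pH 7.0 with 0.01% (detergent screen) or 0.0001% Triton X-100 was preincubated with compounds for 15 min at room temperature. Nitrocefin was then added from an 800 uM solution, and hydrolysis was followed at 480 nm.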
Sm TGR inh – blocks Schistosoma mansoni thioredoxin glutathione reductase | Q962Y6 | purified TGR, DTNB reduction, TNB absorbance 405 nm | Potency, µM (titrated, usually from 114 µM), inactives show at the highest dose activity change, negative = inhibition, most hits filed as inhibitors | hit rate 3% among 360,000; note: potency is the fitted concentration of half-maximal effect; nearly all actives have a fitted effect of over 60% in size
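First, TGR (20 nM dispensed) and NADPH were mixed with compound. Second, a 15 min room-temperature incubation followed. Third, further NADPH and then DTNB were added to start the reaction. Finally, TNB absorbance was monitored kinetically.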
AMA1-RON2 inh – AMA1-RON2 (P. falciparum) interaction inhibition; AlphaScreen AMA1-biotinylated RON2 peptide binding; Potency, µM (highest dose often 58.2 µM), for inactives: at the highest dose activity change, negative = inhibition, hits mostly inhibitors; hit rate 0.2% among 360,000; AID 720542;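 note: potency is the fitted concentration of half-maximal effect; 0% = vehicle wells and -100% = peptide control; nearly all actives have a fitted effect of over 45% in size; some results filed as inactive show a strong effect at the top dose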
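AMA1 (3D7) with his tag at 25 nM final met compounds first, then biotinylated RON2 peptide at 25 nM; detection used donor plus acceptor beads, 10 µg/mL apiece, read by AlphaScreen after 30 min at room temperature.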
FBPA Giardia inh – blocks Giardia fructose-bisphosphate aldolase activity | Potency, µM (series often up to 59.6 µM), inactives show at the highest dose activity, negative = inhibition, usual class: inhibitors | purified Giardia FBPA | hit rate 0.71% among 290,000 | A8B2U2; note: potency is the fitted concentration of half-maximal effect; nearly all actives have a fitted effect of over 55% in size
Target sequence (A8B2U2 whole entry, looked up): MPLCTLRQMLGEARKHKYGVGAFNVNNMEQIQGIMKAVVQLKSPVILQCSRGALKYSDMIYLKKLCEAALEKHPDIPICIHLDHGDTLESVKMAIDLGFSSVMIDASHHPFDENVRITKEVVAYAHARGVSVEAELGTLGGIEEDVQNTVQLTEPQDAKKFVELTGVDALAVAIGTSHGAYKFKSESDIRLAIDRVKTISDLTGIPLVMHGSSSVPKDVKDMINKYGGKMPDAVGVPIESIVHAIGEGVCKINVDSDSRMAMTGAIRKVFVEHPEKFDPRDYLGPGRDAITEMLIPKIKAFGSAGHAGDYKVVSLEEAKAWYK
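Giardia FBPA (40 nM reagent) was preincubated 10 min at RT with compound (up to 57.5 uM final), then substrate plus GAPDH/TPI/NAD/arsenate coupling system with diaphorase/resazurin was added; resorufin fluorescence (525/598 nm) was read after 20 min.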
An asterisk follows results filed as active; ? = inconclusive; / = no result given; & = joins results of further samples; [ ] = dose if it differs, or a comment. Unless noted, calls come from the whole dose curve; as a rule, active = well fitted curve in the direction sought with a large enough effect; inconclusive = small, poorly fitted or top-dose-only effect, or another doubt; inactive = no such curve, though single readings can be large; an effect the other way counts as inactive or inconclusive. Unless noted, % is set by controls: 0 for no effect and ±100 for the full control effect.

SMILES	HCMV inh	HCV inh	AmpC inh detg	Sm TGR inh	AMA1-RON2 inh	FBPA Giardia inh
CC1CCN(C(=O)c2ccc(NC(=O)C3CCCO3)cc2)CC1 (configuration not stated)	-8	-2%	-1%	4%	0%	3%
O=C(NC(=S)NNC(=O)c1ccc(Cl)cc1Cl)c1cccnc1	-7	14%	0%	-5%	62%[activator]	?
COc1ccc(C(CNC(=O)C2CC2)N(C)C)cc1 (configuration not stated)	9	8%	4%	-6%	5%	/
Cc1c(/C(O)=C2/C(=O)C(=O)N(CCN3CCOCC3)C2c2cccs2)cnn1-c1ccccc1 (configuration not stated)	?	10%&11%	0%	35µM*	0%	11%
Cc1ccc(S(=O)(=O)N(C)c2ccc(C(=O)NCC(c3cccs3)N3CCOCC3)cc2)cc1 (configuration not stated)	-4	/	-10%	2%	-5%	/
CCOc1ccc(C(=O)NC2C(=O)N3C(C(=O)O)=C(COC(C)=O)CSC23)cc1OCC (configuration not stated)	-20	-14%	?	22µM*	1%	/
O=c1c2ccccc2n2c(-c3ccccc3F)nnc2n1CCc1ccccc1	3	/	3%	3%	/	/
Cc1nonc1CN(C)C(=O)CC1C(=O)NCCN1Cc1ccccc1F (configuration not stated)	6	/	-12%	0%	21%	/
CCN(CC)S(=O)(=O)c1ccc(N/N=C/c2ccc(O)cc2O)nc1	-101*	?	9%	21%	5%	?
O=C(CNc1cccc(S(=O)(=O)N2CCOCC2)c1)N1CCc2ccccc21	56	?	0%	5%	-4%	1%

Profiles from above. Order of screens: HCMV inh, HCV inh, AmpC inh detg, Sm TGR inh, AMA1-RON2 inh, FBPA Giardia inh
O=C(NC(=S)NNC(=O)c1ccc(Cl)cc1Cl)c1cccnc1 in the list: -7, 14%, 0%, -5%, 62%[activator], ?
Cc1nonc1CN(C)C(=O)CC1C(=O)NCCN1Cc1ccccc1F (configuration not stated) in the list: 6, /, -12%, 0%, 21%, /
CCN(CC)S(=O)(=O)c1ccc(N/N=C/c2ccc(O)cc2O)nc1 in the list: -101*, ?, 9%, 21%, 5%, ?
CC1CCN(C(=O)c2ccc(NC(=O)C3CCCO3)cc2)CC1 (configuration not stated) in the list: -8, -2%, -1%, 4%, 0%, 3%
COc1ccc(C(CNC(=O)C2CC2)N(C)C)cc1 (configuration not stated) in the list: 9, 8%, 4%, -6%, 5%, /

(next part)
SMILES	HCMV inh	HCV inh	AmpC inh detg	Sm TGR inh	AMA1-RON2 inh	FBPA Giardia inh
CCOC(=O)CCC(=O)Nc1cccc([N+](=O)[O-])c1	32	0%	-8%	-17%	12%	5%
Cc1cc(NC(=O)c2ccc(Cn3cc([N+](=O)[O-])cn3)o2)no1	?	0%	-7%	-17%	-7%	/
O=C(Nc1nc(-c2ccccc2)c(-c2ccccc2)s1)c1ccc(S(=O)(=O)N2CCCC2)cc1	61	2%	-1%	9%	17%	4%
CC(C)c1ccc(NC(=O)C2=NNC(=O)CC2)cc1	0	2%	2%	0%	-7%	1%
COc1ccc(CN(C)S(=O)(=O)c2nnc(NC(=O)c3ccccc3OC)s2)cc1OC	30	-6%	-6%	-12%	11%	-17%
CCOC(=O)c1nn(-c2ccc(Cl)cc2)cc1O	-15	5%	4%	-4%	2%	-2%
Cc1ccnc2nc(C(=O)OCC(=O)N(Cc3ccccc3)C(C)C)nn12	26	-3%	/	/	5%	/
Cc1ccc(CS(=O)(=O)CCC(=O)NCc2ccc(F)cc2)cc1	-30	0%	0%	-1%	-3%	-1%
O=C(COC(=O)c1cc(-c2cccs2)nc2ccccc12)NCc1ccco1	24	-4%	-3%	40µM*	14%	-8%
COc1cc(C2C(C(=O)C(C)(C)C)=C(O)C(=O)N2Cc2ccccc2)ccc1O (configuration not stated)	-3	14%	-17%	4%	-4%	15%
O=C(Nc1ccccc1Oc1cccnc1)C1CCCN(Cc2cccc(Cl)c2)C1 (configuration not stated)	-15	-19%	?	-2%	-19%	9%
O=C(Cc1ccccc1)Nc1c(C(=O)N2CCN(c3ccc(F)cc3)CC2)oc2ccccc12	-21	/	-10%	10%	/	/
O=C(CN1C(=O)CSc2ccc(S(=O)(=O)N3CCCCC3)cc21)NCc1ccccc1	-3	-10%	-1%	-9%	11%	/
Cc1[nH]n(-c2ccccc2)c(=O)c1C(c1ccc(C(=O)O)cc1)c1c(C)[nH]n(-c2ccccc2)c1=O	-12	2%	-6%	4%	-23%	-17%
COC(=O)c1cc(NC(=O)CCc2c(C)nc3c4c(C)cc(C)nc4nn3c2C)cc(C(=O)OC)c1	9	/	-7%	-5%	/	/
O=C(NCCc1ccccc1)C1CCN(c2ncnc3c2nc2n3CCCCC2)CC1	41	/	16%	-3%	/	/
Cc1c(C)[n+](=O)c(-c2ccco2)c(C)n1[O-]	10	-17%	-9%	-3%	-12%	-1%
Cc1ccc(C(=O)Nc2ccc(S(=O)(=O)N3CCOCC3)cc2)cc1C	1	?	-15%	6%	-2%	7%
O=c1cccccc1NN=C1CCCCCC1	21	1%	-5%	-23%	30%	-17%
CCCCOc1[nH]c2nc(-c3ccco3)n(Cc3ccco3)c(=N)c2c1C#N	-19	?	-1%	?	-10%	-7%
COc1ccc(CNC(=O)CCNS(=O)(=O)c2cc(Br)cnc2N)cc1	/	7%	-1%	2%	-14%	/
Nc1cc(N)nc(SCC(=O)NCCC2=CCCCC2)n1	-23	13%	0%	0%	-2%	/
COc1ccccc1/C=N/N=C(/N)N[N+](=O)[O-]	51	4%	-2%	5%	-1%	0%
Cc1ccsc1-c1nc(CN(C)C(C2CC2)C2CC2)c(C)o1	3	-15%	7%	?	1%	-1%
Cc1nc2ccc(NC(=O)c3cccs3)cc2s1	84	0%	2%	7%	-4%	9%
O=C(Nc1cc2c(cc1Br)OCCO2)c1cccs1	81	?	?	-14%	4%	-4%
Cc1cc(Cl)ccc1OCC(=O)NCCCCc1ccccc1	-17	32%[activator]	?	1%	29%	-5%
O=C(O)CSCC(=O)NCc1csc2ccc(Cl)cc12	2	4%	2%	1%	5%	13%
COc1cc(OC)cc(C(=O)Nc2cccc(N3CCCC3)c2)c1	-2	?	?	-34%	5%	?
CCOc1ccccc1N1CCN(C(=O)c2cc3c(C)cc(C)cc3[nH]2)CC1	-1	?	-10%	-2%	15%	-2%
CC(C)(C)C(=O)Nc1nnc(SCC(=O)NCc2cccs2)s1	35	-3%	-2%	-16%	10%	1%
Cc1c(C(=O)Nc2ccc3c(c2)OCO3)sc2nc(-c3ccccc3)cn12	-37	4µM*	?	1%	0%	9%
Cn1nnnc1SCC(=O)Nc1ccc(Cl)cn1	-8	8%	8%	-2%	-5%	/
CCN(CC)S(=O)(=O)c1csc(C(=O)NC2CCCCC2)c1	-15	13%	-14%	0%	-8%	-2%
CCOC(=O)c1ccc(CN(Cc2ccc(C)cc2)S(=O)(=O)c2ccc(NC(C)=O)cc2)cc1	19	/	10%	6%	/	/
Cc1cccc(-c2ncc(CN3CCCC(CO)(Cc4cccc(Cl)c4)C3)cn2)c1 (configuration not stated)	?	-23%	9%	4%	-5%	-7%
Cc1ccc(NC(=O)c2ncn(CCCN3CCN(Cc4cccc5ccccc45)CC3)n2)cc1C	-5	?	/	/	-12%	/
O=C(Nc1ccc(Cl)cc1C(=O)NCc1cccnc1)c1ccc(Cl)cc1Cl	?	?	-3%	-2%	13%	0%
CCOc1nc2cnccc2n(CC(=O)Nc2cccc(C)c2C)c1=O	-7	-16%	3%	13%	-3%	/
Cc1nn(C)c(Cl)c1CN1CCN(C2CCCC2)C(CCO)C1 (configuration not stated)	14	7%	1%	-9%	-10%	18%

Looked up above:
Entry of O=C(Cc1ccccc1)Nc1c(C(=O)N2CCN(c3ccc(F)cc3)CC2)oc2ccccc12 under Sm TGR inh: 10%
Entry of O=C(Nc1cc2c(cc1Br)OCCO2)c1cccs1 under FBPA Giardia inh: -4%

Remaining list, next part:
SMILES	HCMV inh	HCV inh	AmpC inh detg	Sm TGR inh	AMA1-RON2 inh	FBPA Giardia inh
COc1ccc(C2C3=C(CCCC3=O)Nc3nc(SCc4ccccc4)nn32)cc1OC (configuration not stated)	31	10%	-7%	-1%	8%	6%
O=C(N/N=C/c1ccc(F)c(F)c1)c1cccc(S(=O)(=O)N2CCCCC2)c1	-22	5%	?	-6%	10%	/
CCOC(=O)c1ccc(NC(=O)CCc2ccc(CC)o2)cc1	5	-28%	-2%	-30%	-11%	4%
COc1cc(OC)cc(C(=O)Nc2c(C)nn(-c3ccccc3)c2C)c1	-19	5%	2%	9%	-4%	0%
COc1cc(C(=O)NNC(=O)CN2C(=O)NC(C)(c3ccc(C)cc3)C2=O)cc(OC)c1OC (configuration not stated)	-4	3%	?	1%	10%[11.6 µM]	/
Cc1cccc(OCC(=O)NNC(=O)CCN2CCN(c3ccccc3)CC2)c1C	-14	-2%	/	/	65%[activator]	/
O=C(Cn1cnc2cc([N+](=O)[O-])ccc2c1=O)Nc1ccccc1-c1ccccc1	0	?	-3%	-1%	20%	0%
CCn1cnnc1SCC(=O)c1c(N)n(C2CC2)c(=O)[nH]c1=O	0	14%	-5%	-7%	-12%	/
CC(C)CC(NC(=O)OC(C)(C)C)c1cn([C@@H](CCCCNC(=O)OC(C)(C)C)C(=O)N2CCN(C(=O)OC(C)(C)C)CC2)nn1 (some centres not stated)	37	-10%	3%	-7%	-2%	2%
Cc1ccc(Cc2cc(-c3ccc(C)cc3)n[nH]c2=O)cc1	25	?	4%	14%	-18%	4%
Cc1ccc(OCC(O)CNS(=O)(=O)c2ccccc2C(=O)N2CCCCC2)cc1 (configuration not stated)	-26	4%	-13%	3%	0%	5%
Cc1ccc(OCCCCNC(C)(C)C)c([N+](=O)[O-])c1	-13	?	-2%	-8%	?	-18%
CCCc1cc(-c2n[nH]c(=S)n2C(C)c2ccccc2)cs1 (configuration not stated)	-35	5%	-3%	-2%	58%[activator]	0%
Nc1c(N(CCCO)C(=O)C2CCCCC2)c(=O)[nH]c(=O)n1Cc1ccccc1	-35	-8%	/	/	-6%	/
CCC(=O)O[C@@H]1CC(=O)O[C@H](C)CC=CC=C[C@@H](O)[C@H](C)C[C@H](CC=O)[C@H](O[C@H]2O[C@H](C)[C@@H](O[C@H]3C[C@@](C)(O)[C@@H](OC(=O)CC)[C@H](C)O3)[C@H](N(C)C)[C@H]2O)[C@H]1OC	/	/	-3%	25µM*	/	-3%
Cc1cc(Cl)ccc1OCC(=O)NCCCn1ccnc1	-27	15%	-6%	-12%	6%[2.32 µM]	-3%
Cc1c(N=Cc2nc3ccccc3[nH]2)c(=O)n(-c2ccccc2)n1C	2	5%	-6%	1%	-4%	3%
Cc1ccc(NC(=O)COC(=O)c2cccc3c2C(=O)c2ccccc2C3=O)c(C)c1	-67*	?	10%	6%	19%	-20%
CCOC(=O)N1CCC(N2CCCC(C(=O)c3cc(C)c(OC)c(C)c3)C2)CC1 (configuration not stated)	-33	?	10%	5%	-7%	1%
Cn1c(=O)[nH]c(=O)c2c1nc(Br)n2Cc1cccc(Br)c1	-82*	?	-4%	0%	-1%	-5%
CCOC(=O)C1CC(C)=C(C)CC1C(=O)O (configuration not stated)	-2	16%	1%	9%	11%	0%
O=C(/C=C/c1ccc(Cl)cc1)N1CCN(c2ncccn2)CC1	/	/	-1%	1%	/	5%

Screening data deposited in PubChem by National Center for Advancing Translational Sciences (NCATS).
